Assay outcomes: PubChem, several laboratories
KKLEB tox – cytotoxicity in KKLEB CF airway cells, primary screen, cytotoxicity control for CF NF-kB inhibitor project, cell-based, uHTS, fluorescence assay plates; KKLEB CF airway cells viability, ATPlite luminescence, overnight; active compounds read low; cells stimulated with P. aeruginosa culture filtrate; activity change (cytotoxicity), % at 5 µM; 0.36% of 360,000 active;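 active means corrected activity change at or below -50% at 5 µM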
HIF-2a block – HIF-2a reporter inhibitors, primary screen, luminescence, 786-0 RCC cells; 786-0 RCC cells HIF-2a reporter, luciferase luminescence, overnight; inhibition, % at 18.8 µM; 0.72% of 360,000 active;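 active means inhibition of the luminescence signal of 40% or more relative to plate controls, in a single-dose primary screen at 18.75 µM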
Shn3 inh set2 – reduction of Shn3 3'UTR firefly luciferase signal, primary screen, Schnurri-3 inhibitor project, cell-based, Clone20 osteoblasts, set 2. Clone20 osteoblast Shn3 3'UTR firefly luciferase, 24 h. inhibition, % at 12.5 µM. 0.52% of 360,000 active. AID 588674, 2011;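 active means mean inhibition of at least 75% with every replicate also reaching 75%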;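 further: 0% = median of neutral control wells and 100% = pilot-screen positive control compound; some compounds past the cut are filed as inactive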
NR2E3 ag-1 – inhibitors of NR2E3-RetCOR corepressor binding, primary screen, NR2E3 agonist project, biochemical, TR-FRET, GST-NR2E3, biotin-RetCOR. AID 2300, 2010. 1536-well. inhibition of corepressor binding, % at 4.78 µM. Photoreceptor-specific nuclear receptor (Homo sapiens), Q9Y5X4. 0.12% of 320,000 active;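 active means percent inhibition above the cutoff of mean plus 3 SD of all tested compounds, set per screening campaign, cut at about 20% in these data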;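 further: 0% = DMSO wells and 100% = biotin wells as full block of FRET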
Target sequence (Q9Y5X4 whole entry, looked up): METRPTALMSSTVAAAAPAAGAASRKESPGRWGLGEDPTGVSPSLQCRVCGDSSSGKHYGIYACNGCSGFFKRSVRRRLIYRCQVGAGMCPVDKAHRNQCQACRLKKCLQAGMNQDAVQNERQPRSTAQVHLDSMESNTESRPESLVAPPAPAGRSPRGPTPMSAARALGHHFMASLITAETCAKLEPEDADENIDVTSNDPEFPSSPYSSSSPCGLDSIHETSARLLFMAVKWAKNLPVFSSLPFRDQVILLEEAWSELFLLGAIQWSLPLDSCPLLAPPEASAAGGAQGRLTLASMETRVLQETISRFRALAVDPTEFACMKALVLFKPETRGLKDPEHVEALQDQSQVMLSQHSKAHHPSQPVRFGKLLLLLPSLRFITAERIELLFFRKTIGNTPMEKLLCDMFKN
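System: GST-tagged NR2E3 plus biotinylated RetCOR corepressor; Amount: 1.35 nM GST-tagged NR2E3 final; Dosing: single nominal compound dose of 4.8 µM; Schedule: 5 h incubation at 4 °C; Technique: TR-FRET with europium anti-GST and streptavidin-D2, 340 nm excitation; Controls: biotin wells as high control, 0.6% DMSO wells as low control.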
CF NFkB inh – inhibitors of PAF-induced NF-kB signaling, primary screen, cell-based, GFP fluorescence, uHTS; inhibition, % at 5 µM; AID 588850, 2011; KKLEB NF-kB-GFP reporter, GFP fluorescence overnight; 0.86% of 360,000 active;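 active means at least 50% inhibition at 5 µM, scaled per plate between neutral and stimulator controls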;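 further: PAF is a Pseudomonas aeruginosa culture filtrate used as stimulus; plate controls were PAF-stimulated DMSO wells for no effect and unstimulated DMSO wells for full effect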
MITF TRPM1 inh – inhibitors of MITF-dependent TRPM1 promoter reporter, primary screen, cell-based, SK-MEL-5, single point, luciferase; SK-MEL-5 TRPM1 promoter luciferase, 24 h; inhibition, % at 12.5 µM; 0.83% of 330,000 active; AID 488899, 2010;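 active means mean inhibition across replicates of 60% or more, whatever share of single replicates reaches that level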; further: values of inactives mirror those of a sister screen read the other way
iPSC survival up – enhancers of single-cell hiPSC survival, primary screen, ATPlite luminescence; 100% = ROCK inhibitor wells, 0% = DMSO; 0.044% of 360,000 active; survival enhancement, % at 20 µM; AID 602274, 2012; in the data active means survival enhancement above about 18%;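 further: cells exposed to compounds for 16 hours before the ATP read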
aDG glyco act – activators of alpha-DG glycosylation, primary screen, uHTS, Pro5-aDG cells, AlphaScreen. alpha-DG glycosylation AlphaScreen (IIH6); 0% Pro5, 100% B10-LARGE cell signal. activation, % at 10 µM. 0.22% of 360,000 active. AID 624168, 2012;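 active means activation of at least 8% versus controls, or a plate z-score of at least 8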;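 further: Pro5 are CHO cells carrying HIG-tagged alpha-DG that lacks glycosylation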
TWEAK-Fn14 inh – inhibitors of TWEAK-Fn14 signaling, primary screen, luciferase reporter cells, uHTS; TWEAK-stimulated Fn14 reporter cells, luciferase luminescence, 8 h; inhibition, % at 10 µM; 2% of 360,000 active; AID 1159606, 2016; in the data active means inhibition above about 50%
Peg3 prom inh – Peg3 promoter-driven luciferase inhibitors, primary screen, cell-based, HeLa, luciferase luminescence | HeLa PEG-Prom luciferase reporter, overnight | inhibition, % at 20 µM | 1.7% of 360,000 active;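 active means inhibition of at least 50% at 20 µM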
NR2E3 ag-2 – NR2E3 agonists in two-hybrid cells, primary screen, cell-based, luminescence, CHO-S, Gal4-NCOR/VP16-NR2E3. Photoreceptor-specific nuclear receptor (Homo sapiens), Q9Y5X4. luciferase. inhibition of corepressor binding, % at 3.98 µM. 0.35% of 360,000 active. AID 602229, 2012;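 active means inhibition above the mean of all tested compounds plus 3 SD, cut at about 70% in these data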;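 further: 0% = DMSO with NR2E3 transfected cells and 100% = cells lacking NR2E3 construct; higher means lower luciferase signal from less NR2E3 corepressor binding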
Starred values were filed as active, the others as inactive; / = not tested or not shown.

SMILES	KKLEB tox	HIF-2a block	Shn3 inh set2	NR2E3 ag-1	CF NFkB inh	MITF TRPM1 inh	iPSC survival up	aDG glyco act	TWEAK-Fn14 inh	Peg3 prom inh	NR2E3 ag-2
NC(N)=N/N=C/c1ccc(OCc2ccc(Cl)cc2Cl)cc1	-13	-45	6	-2	2	30	-4.4	-0.5	22	99*	-48
O=C(CCc1ccccc1O)NC1CCCc2ccccc21 (stereo not drawn)	-7	-4	5	1	-3	0	-0.4	0.0	11	12	15
Cc1ccccc1C(=O)c1cccn1CC(=O)NCCCN1CCc2ccccc2C1	8	6	26	1	-6	-13	-1.2	0.7	15	3	8
CC(=O)Nc1sc2c(c1C(c1cccc(Cl)c1)N1CCN(CCO)CC1)CCCC2 (stereo not drawn)	-1	12	-8	1	-11	/	2.2	-0.2	4	5	-44
Cc1ccc(NC(=O)C2CC(=O)N(Cc3ccco3)C2)cc1 (stereo not drawn)	-12	5	-5	1	-13	7	-0.1	-0.1	8	10	-29
Cn1c(NC(=O)C[n+]2cc(-c3ccc(Cl)c(Cl)c3)n3c2CCC3)cc(=O)n(C)c1=O	7	8	16	-2	-3	15	2.9	-0.4	3	8	8
CCOC(=O)C(C)Oc1cc(Cl)c(C=O)cc1OC (stereo not drawn)	3	-1	-7	1	18	0	0.1	-0.3	10	-25	21
CCCCS(=O)(=O)NC1=NCN(CC)CN1	5	14	3	0	7	-3	-1.1	-0.1	4	-13	16
COC(=O)c1cc(S(=O)(=O)NCC2CCN(Cc3cccc(F)c3)CC2)cn1C	-9	8	-10	-1	-6	-4	0.1	-0.1	28	4	-6
CC(=O)Oc1c(Br)cc(N(C(C)=O)S(=O)(=O)c2ccccc2)c2ccccc12	-41	-3	0	2	88*	32	-0.2	3.0*	38	-8	15
O=C(Nc1c(C(=O)Nc2cccc(F)c2)oc2ccccc12)c1ccc2c(c1)OCO2	-47	-68	7	3	48	-13	-0.8	0.0	-23	2	-14
CCOc1ccc(NC(=S)Nc2ccc(OC(F)(F)F)cc2)cc1	-4	15	-7	-3	14	9	-3.2	-0.1	8	-3	-3
Cc1cccc(C)c1-c1ccc(CN2C(CC(C)C)C(=O)N(Cc3cn(CCO)nn3)CCS2(=O)=O)cc1 (stereo not drawn)	2	-10	11	/	39	5	0.5	0.0	37	58*	-1
CCC(=O)N1CCc2cc(Br)cc(S(=O)(=O)N(C)c3ccc(OC)cc3)c21	-6	14	24	-2	-5	4	-0.3	-0.1	-3	24	-1
CC1(C)OC(=O)C(=CNCC(O)c2ccccc2)C(=O)O1 (stereo not drawn)	3	20	-6	3	10	6	0.2	0.0	-2	3	-3
O=C(CN1CCN(S(=O)(=O)N2CCCCC2)CC1)Nc1ccc(Br)cc1	7	21	8	0	-20	-7	-0.1	0.1	-10	1	-15
CCCCn1c(N)c(N(CCOC)C(=O)c2ccc(-c3ccc(Cl)cc3)o2)c(=O)[nH]c1=O	4	-18	-7	-3	4	-7	-0.3	1.2	2	7	-2
Cc1ccn2c(c1)nc(=O)c1cc(S(=O)(=O)N3CCOCC3)ccc12	-10	14	8	-2	14	3	0.0	-0.2	-10	0	-2
CSc1nc2ccc(S(=O)(=O)Nc3c(C)n(C)n(-c4ccccc4)c3=O)cc2s1	-8	8	-17	4	-25	-8	3.3	-0.3	21	22	9
N#Cc1ccc(N2CCCNCC2)nc1	-7	14	-17	3	-21	-16	-0.1	0.0	0	0	23
Cc1cc(C)n2c(SCCC(C)C)nnc2n1	-4	-84	-6	0	8	-37	9.3	0.0	-26	-65	-15
Cc1onc(-c2c(Cl)cccc2Cl)c1C(=O)Nc1nc(C(C)(C)C)cs1	-12	30	18	0	10	-3	-0.4	-0.3	13	35	44
Cc1cc(C)c(-c2cc(NC(=O)COC(=O)c3ccc(NC(=O)CC#N)cc3)n(-c3ccccc3)n2)cc1C	-2	-8	-1	3	-11	3	-0.2	-0.3	22	7	-2
COc1ccc(OC)c(NC(=O)CCNS(=O)(=O)c2ccc3c(c2)oc(=O)n3C)c1	6	4	8	4	3	3	3.8	0.1	-1	23	3
CCOC(=O)C1=C(C)N(c2ccc(C)cc2)C(=O)/C1=C\c1ccc(O)c(OC)c1	-5	11	0	-1	-4	-1	-0.8	0.0	12	7	2
O=C(COc1ccccc1)N=C1SC2CS(=O)(=O)CC2N1c1ccc(F)cc1F (stereo not drawn)	-2	0	-10	-2	-20	-11	0.1	-0.1	-21	-22	-16
Cc1ccc(-c2noc(C3CCCN(C(=O)c4cccc([N+](=O)[O-])c4)C3)n2)o1 (stereo not drawn)	4	-87	-17	6	16	-13	-0.4	0.1	-2	-55	-30
CCCCC(CC)CNC(=O)c1[nH]c(C)c(C(C)=O)c1C (stereo not drawn)	-17	-23	20	2	16	-3	0.4	0.2	17	-1	8
O=S1(=O)CCN2C(=N1)Sc1c2ccc2c1CCCC2	-1	-139	-31	0	5	2	0.9	-0.4	-18	-77	-72
Nc1cc(S(=O)(=O)N2CCOCC2)ccc1N1CCOCC1	15	10	-27	/	5	3	-0.2	-0.2	12	4	10

Quoted from the listing:
Under MITF TRPM1 inh, `Cc1ccccc1C(=O)c1cccn1CC(=O)NCCCN1CCc2ccccc2C1` is listed with -13
Under aDG glyco act, `CCOC(=O)C(C)Oc1cc(Cl)c(C=O)cc1OC` (stereo not drawn) is listed with -0.3

Additional records follow.
SMILES	KKLEB tox	HIF-2a block	Shn3 inh set2	NR2E3 ag-1	CF NFkB inh	MITF TRPM1 inh	iPSC survival up	aDG glyco act	TWEAK-Fn14 inh	Peg3 prom inh	NR2E3 ag-2
CC(C)(C)c1cc(NCc2ccccn2)n2ncc(-c3ccc(Cl)cc3)c2n1	6	-1	19	3	13	-10	1.3	0.1	24	28	25
CCOC(=O)C1CCN(C(=O)c2cccc(NC3=NC4CS(=O)(=O)CC4S3)c2)CC1 (stereo not drawn)	0	4	-6	5	-7	/	-0.7	0.2	-22	-3	-19
Cc1ccc(S(=O)(=O)N2CCC(C(=O)OC(C)C(=O)NC3CCCCC3C)CC2)cc1 (stereo not drawn)	15	7	12	3	-1	/	-0.5	0.1	7	11	-5
Cc1cc(C)n2nc(-c3cccnc3)nc2n1	0	-11	-5	0	-2	-4	-1.2	-0.2	-1	-27	11
COc1ccc(-n2c(=O)cc(N3CCN(c4ccccc4OC)CC3)[nH]c2=O)cc1	-5	26	12	0	-3	3	0.6	0.1	6	6	-11
COc1cccc(N/C=C/c2onc(C)c2[N+](=O)[O-])c1	-10	-156	-50	3	16	-54	1.9	0.2	-14	-108	-44
CC(NC(=O)NC1CCCCC1)C(c1cccs1)N1CCN(c2ccccc2)CC1 (stereo not drawn)	-31	7	11	-1	11	0	-1.3	-0.1	15	8	-17
CCCCCCc1ccc(N2C[C@H](C)[C@@H](CC(=O)NCc3ccccc3)C2=O)cc1	-13	-116	22	-3	-16	-8	-1.0	0.3	3	-67	3
Cc1ccc(N(CC(=O)NCc2ccco2)C(=O)CCC(=O)Nc2nccs2)c(C)c1	-6	-10	-31	0	10	1	0.5	-0.1	-36	-236	-21
O=C(CSCc1ccccc1Cl)NN=C1CCCCCC1	10	15	1	-3	-13	-9	1.1	0.2	-14	-2	-13
NC(CCc1ccccc1)c1csc(Nc2ccc(C(=O)NCCO)cc2)n1 (stereo not drawn)	26	0	-24	/	-75	/	3.1	0.1	-24	27	26
Cc1sc(NC(=O)CN(Cc2ccccc2)C(=O)C2CC2)c(C(N)=O)c1C	8	6	-18	-2	-7	/	0.5	0.6	-6	13	-7
O=C(CCCn1c(=O)[nH]c2ccsc2c1=O)N1CCCCC1	7	7	4	5	-10	6	3.7	0.1	2	-10	31
CCS(=O)(=O)N1Cc2ccccc2CC1C(=O)NCCc1ccccc1 (stereo not drawn)	7	-41	-11	1	0	-4	-0.1	-0.1	26	-43	-11
COCCN(CCOC)Cc1cc(=O)oc2cc(C)c(Cl)cc12	-5	-1	-9	/	12	/	4.3	0.1	-18	14	8
COc1ccc(Nc2nc(CC(C)=O)ns2)cc1	1	-139	-37	-1	1	-39	2.3	0.2	1	-107	-91
O=C(O)c1ccccc1NC(=O)C1CCN(S(=O)(=O)c2ccc3c(c2)OCCO3)CC1	4	21	-27	/	-6	/	1.5	0.0	-33	-8	10
COc1cc(CNCc2cccs2)ccc1OCc1ccccc1	-4	-144	-5	2	0	-35	-0.6	-0.1	-19	-105	-37
COc1cccc(NC(=S)N(CCN(C)C)C(C)c2ccncc2)c1 (stereo not drawn)	7	-11	8	3	2	-5	0.0	0.0	-3	1	14
CCOC(=O)C1(Cc2ccccc2)CCCN(Cc2ccc(OCC)c(CO)c2)C1 (stereo not drawn)	-8	3	24	3	6	6	-1.6	0.0	2	12	-11
CCCc1nnc(NC(=O)CCC(=O)NCCc2ccc(OC)c(OC)c2)s1	-2	7	-12	-1	4	-6	-0.2	0.2	5	-2	10
Cc1ccc(CNC(=O)CSc2nc(N3CCCCC3)nc(N3CCCCC3)n2)cc1	-8	18	7	1	18	12	-2.1	-0.2	-1	22	-28
CN(c1ccccc1)c1ncccn1	7	8	-12	-5	-14	/	-0.6	-0.1	0	-14	8
COC(=O)NNC(=O)CCCOc1ccc(Cl)cc1Cl	10	11	-15	-3	-4	-3	-0.8	-0.2	4	-14	-40
Cc1cccc(CN2CCN(C(c3ccccc3)c3ccc(Cl)cc3)CC2)c1 (stereo not drawn)	-8	-15	10	4	8	-19	-2.6	-0.2	1	13	-7
O=C(c1ccco1)N(Cc1ccc([N+](=O)[O-])cc1)c1ccc(Br)cc1	-13	-27	4	-2	16	-11	-0.7	0.0	-11	-50	-45
COc1cc2[nH]c(=S)n(Cc3ccc(F)cc3)c(=O)c2cc1OC	-19	10	17	-3	18	0	0.9	-0.2	-27	14	4
Cc1cc(=O)oc2cc(Oc3ncccn3)ccc12	8	-10	3	-2	-7	-14	-1.6	0.4	-4	-14	-5

With a hit mark in CF NFkB inh, among the entries above:
SMILES | HIF-2a block | Shn3 inh set2 | NR2E3 ag-1 | CF NFkB inh | MITF TRPM1 inh | aDG glyco act | TWEAK-Fn14 inh | Peg3 prom inh | NR2E3 ag-2
CC(=O)Oc1c(Br)cc(N(C(C)=O)S(=O)(=O)c2ccccc2)c2ccccc12 | -3 | 0 | 2 | 88* | 32 | 3.0* | 38 | -8 | 15

No enrichment for hits; 4.4% or so of the library scored in one or more.
